TRPC6 inh: blocks the mouse TRPC6 cation channel | HEK293-TRPC6, membrane potential dye, ACh-evoked depolarization; hits give low values | B-score at 10 µM | 1.1% of 310,000 active | AID 2553;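 active means B-score under library mean minus 3 SD, initial fluorescence not abnormally high, positive integrated signal ratio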;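 further: B-score derived from integrated fluorescence ratio over the kinetic read; more negative B-score means stronger inhibition of depolarization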
TRPC4 agonist: activators of mouse TRPC4 channel | HEK293 TRPC4beta/mu-opioid, Fluo4 calcium fluorescence; hits give high values | 0.49% of 310,000 active | B-score at 10 µM | Q9QUQ5;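 active means B-score above 5 SD of library B-scores, and initial fluorescence ratio not above library mean plus 5 SD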;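 further: positive B-score marks a calcium rise read as TRPC4 activation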
Target sequence (Q9QUQ5 whole entry, looked up): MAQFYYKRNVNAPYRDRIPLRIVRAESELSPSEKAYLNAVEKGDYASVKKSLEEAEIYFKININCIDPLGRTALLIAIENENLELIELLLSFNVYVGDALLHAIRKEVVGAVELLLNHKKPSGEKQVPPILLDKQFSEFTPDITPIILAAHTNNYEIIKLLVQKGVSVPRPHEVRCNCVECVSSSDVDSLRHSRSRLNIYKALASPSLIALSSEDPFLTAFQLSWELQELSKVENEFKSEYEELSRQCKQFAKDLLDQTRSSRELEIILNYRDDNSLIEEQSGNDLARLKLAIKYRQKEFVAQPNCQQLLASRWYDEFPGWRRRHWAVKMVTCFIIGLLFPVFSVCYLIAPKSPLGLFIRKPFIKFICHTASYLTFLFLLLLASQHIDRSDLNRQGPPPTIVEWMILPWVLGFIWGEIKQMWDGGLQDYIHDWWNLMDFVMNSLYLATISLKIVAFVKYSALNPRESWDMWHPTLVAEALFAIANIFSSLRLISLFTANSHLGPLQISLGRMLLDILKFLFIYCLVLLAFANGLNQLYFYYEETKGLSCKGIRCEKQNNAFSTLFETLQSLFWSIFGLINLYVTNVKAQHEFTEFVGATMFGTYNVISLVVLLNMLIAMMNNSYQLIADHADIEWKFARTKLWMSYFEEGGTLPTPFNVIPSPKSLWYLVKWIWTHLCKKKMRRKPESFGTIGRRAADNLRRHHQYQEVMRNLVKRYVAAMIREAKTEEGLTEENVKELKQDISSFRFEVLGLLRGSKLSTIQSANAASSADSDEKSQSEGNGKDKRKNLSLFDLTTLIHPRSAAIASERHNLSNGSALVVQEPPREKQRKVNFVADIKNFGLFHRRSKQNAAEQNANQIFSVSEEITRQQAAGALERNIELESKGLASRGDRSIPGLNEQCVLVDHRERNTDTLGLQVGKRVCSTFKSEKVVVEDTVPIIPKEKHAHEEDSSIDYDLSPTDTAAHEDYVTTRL
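Assay system: HEK293 stable line with TRPC4beta plus mu-opioid receptor. Times: dye 45 min RT, read 110 s. Measured by: kinetic Fluo4 calcium fluorescence. Measure: B score of integrated ratio. Controls: assay buffer as low control, maximal DAMGO as high control.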
TRPC4 potent: TRPC4 (mouse) allosteric potentiation; AID 2227; HEK293 TRPC4beta/mu-opioid, DAMGO EC20, Fluo-4 Ca2+ flux; hits give high values; Q9QUQ5; 0.42% of 310,000 active; B-score at 10 µM;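 active means B-score of calcium response area above 5 SD of library B-scores, with initial fluorescence ratio within 5 SD of library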;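 further: B-score of integrated fluorescence ratio over time as area under calcium response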
MrgX1 antagonist: blocks BAM8-22 activation of human MrgX1 receptor. Q96LB2. MRGX1-HEK293 calcium flux, Fluo-4, BAM8-22 antagonism; hits give low values. B-score at 10 µM. 1.3% of 310,000 active. AID 588676;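 active means calcium-response B-score plate-corrected more than 3 library SD below zero, starting fluorescence within 5 deviations, no agonist response on first addition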;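 further: peak minus trough fluorescence over baseline after final BAM8-22 challenge near maximal dose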
KLF5 inhibitor: kruppel-like factor 5 inhibition. 0.23% of 290,000 active. AID 1700. inhibition, % at 5 µM. DLD-1 KLF5 promoter-luciferase reporter, luminescence;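 active means inhibition above a per-plate limit of that plate's mean compound inhibition plus 3 SD, cut at about 60% in these data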;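 further: 0% = DMSO wells and 100% = LY294002 at 200 µM; higher means less KLF5 promoter-driven luciferase light; inactives centre near -14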
IEC-6 tox: IEC-6 cytotoxicity, counter-screen for KLF5 inhibitors. inhibition, % at 5 µM. luminescence viability. 0.78% of 290,000 active; in the data active means inhibition above about 22%;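 further: 0% = plate median of test compound wells and 100% = cytotoxic reference compound wells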
TRPC6 act: mouse TRPC6 channel activation. Q61143. HEK293-TRPC6 membrane potential dye fluorescence; hits give high values. B-score at 10 µM. 0.13% of 310,000 active. AID 2550;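 active means B-score of the integrated fluorescence ratio above library mean plus 3 SD, and starting fluorescence ratio within library mean plus 5 SD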;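 further: higher score means more depolarization so channel activation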
aSyn 5UTR inh: 5' untranslated region of α-synuclein, MLPCN primary screen; alpha-synuclein 5'UTR reporter, inhibitor activity; inhibition, % (tested at 7.5 µM); 0.82% of 300,000 active; AID 1813; in the data active means inhibition above about 60%;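 further: H4 neuroglioblastoma cells stably carrying SNCA 5'UTR luciferase fusion; 0% = DMSO wells and 100% = positive control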
SKKanGAS inh: blocks kanamycin growth of S. pyogenes SKKanGAS strain | BacTiter-Glo, 6 h | inhibition, % at 7.5 µM | 1.3% of 300,000 active | AID 1662;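 active means mean replicate score, as percent of positive control median, at least 50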;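 further: strain carries kanamycin resistance gene driven by streptokinase promoter and grows in 40 µg/ml kanamycin; loss of luminescence reflects streptokinase promoter inhibition or plain growth inhibition; 0% = median of DMSO wells and 100% = positive control at its reference dose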
HIF activator: HIF pathway transcriptional activation. activation, % at 7.5 µM (by protocol). U2OS HRE-luciferase reporter, luminescence; normalized: DMSO 0%, desferrioxamine 100%. 0.32% of 300,000 active;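 active means mean activation of at least 10% of the iron chelator positive control signal, with at least half of replicates also reaching 10%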
TRPC4 inh: TRPC4 (mouse) channel inhibition; AID 2247; B-score at 10 µM; 0.39% of 300,000 active; HEK293 TRPC4beta/mu-opioid, DAMGO-evoked Fluo4 calcium flux; hits give low values; Q9QUQ5;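 active means B-score over 3 SD under the library average, no early fluorescence shift, positive overall ratio signal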
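test system = HEK293 cells with stable TRPC4beta plus mu-opioid receptor expression | detection = Fluo4 Ca2+ flux fluorescence | read-out = integrated fluorescence ratio relative to baseline, converted to per-well B score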
An asterisk follows results filed as active; i = inactive; . = not tested or not shown. Outcome played no part in choosing rows. About 5.8% of those tested had a hit in this group.

SMILES	TRPC6 inh	TRPC4 agonist	TRPC4 potent	MrgX1 antagonist	KLF5 inhibitor	IEC-6 tox	TRPC6 act	aSyn 5UTR inh	SKKanGAS inh	HIF activator	TRPC4 inh
CC1CCCC(N2CCN(C(=O)c3ccccc3F)CC2)C1 (stereo unspecified)	i	i	i	i	-8	5	i	3	-1	-0.4	i
OCCN1CCN(c2nc3ccccc3nc2-c2ccccc2)CC1	i	i	i	i	-19	-1	i	2	-9	-1.0	i
Cc1ccc(S(=O)(=O)N(C)c2ccc(OCC(=O)OCC(=O)N(CC#N)c3ccccc3)cc2)cc1	i	i	i	i	.	.	i	7	0	1.6	i
CCOC(=O)C1=C(O)CSC1=Nc1cccc2ccccc12	i	i	i	i	-13	-11	i	10	-7	-0.6	i
Cc1cc(N/N=C/c2ccc(Cl)cc2Cl)nc(NCc2ccccc2)n1	i	i	i	i	-7	-6	i	-14	92*	-0.8	i
CCOC(=O)C1(Cc2cccc(OC)c2)CCCN(S(=O)(=O)N(C)C)C1 (stereo unspecified)	i	i	i	i	-16	1	i	3	-4	0.0	i
O=S(=O)(Nc1cccc2ccccc12)c1cccc2nonc12	i	i	i	i	-3	3	i	3	6	-0.4	i
COc1cc(OC)c(OC)cc1CN(C)C(c1ccccc1)c1nnnn1-c1ccccc1C (stereo unspecified)	i	i	i	i	-19	-4	i	19	1	0.1	i
O=C(NNC(=O)c1cccnc1)NC12CC3CC(CC(C3)C1)C2	i	i	i	i	-13	12	i	-4	-8	-0.4	i
O=C(CSc1nc2scc(-c3ccccc3)c2c(=O)[nH]1)NC1CCCCC1	i	i	i	i	-34	0	i	20	5	-0.2	i
COc1ccc(N2CCN(C(=O)c3cc(=O)c4cc(Cl)ccc4o3)CC2)cc1	i	i	i	i	-30	-2	i	10	-4	-8.9	i
O=C(NCc1ccco1)c1cc2n(n1)C(C(F)(F)F)CC(c1ccc(Cl)c(Cl)c1)N2 (stereo unspecified)	i	i	i	i	-13	-3	i	6	41	-0.1	i
COc1ccc(CC(=O)Nc2ccc(C(N)=O)cc2)cc1	i	i	i	i	-28	1	i	9	-1	-0.1	i
S=C(Nc1ccc(Br)cc1Cl)Nn1cnnc1	i	i	i	i	-25	6	i	-1	-17	-1.2	i
Cc1cc(C)c(S(=O)(=O)N2CCOC2CNC(=O)C(=O)NCCN(C)C)c(C)c1 (stereo unspecified)	i	i	i	i	0	-1	i	12	4	-0.3	i
Cc1ccc(N2CC(C(=O)Nc3ccc(C)c(S(=O)(=O)N(C)C)c3)CC2=O)cc1 (stereo unspecified)	i	i	i	i	-20	9	i	35	-4	-0.7	i
CC(C)n1cc(CN2CCC(Oc3ccc(C(=O)N4CCCC4)cc3)CC2)cn1	i	i	i	i	-11	4	i	-5	39	-0.2	i
O=C(O)c1cc2c(cc1NC(=O)c1ccccc1OC(F)F)OCCCO2	i	i	i	i	-14	-1	i	24	3	0.6	i
O=C(c1ccc(Cl)cc1)N1CCN(CCc2ccccn2)CC1	i	i	i	i	-19	-1	i	12	1	-13	i
Cc1ccc(NNC(=O)c2c(C)noc2C)cc1Cl	i	i	i	i	-24	2	i	-4	-12	-0.7	i
COc1cccc(C(c2sc3nc(C)nn3c2O)N2CCN(C(=O)c3ccco3)CC2)c1 (stereo unspecified)	i	i	i	i	-39	4	i	5	-1	0.0	i
Cc1ccc(CSc2nc3ccccc3c(=O)n2C)cc1	i	i	i	i	-31	-3	i	-24	25	0.0	i
O=C(Nc1ccc(Cl)cc1)Nc1nnc(CSCc2ccccc2Cl)s1	i	i	i	i	-1	1	i	15	-13	-0.2	i
O=C(CSc1cccc[n+]1[O-])NC1CCCCCCC1	i	i	i	i	-10	3	i	5	-2	-0.2	i
CC(C)CCC(C)NC(=O)c1ccc2nccnc2c1 (stereo unspecified)	i	i	i	i	-91	-1	i	-76	-6	3.2	i
CC(C(=O)NC(=O)NC1CCCCC1)N(C)CC(=O)Nc1ccc(F)c(F)c1F (stereo unspecified)	i	i	i	i	.	.	i	12	-2	1.2	i
O=C(Nc1ccc2c(c1)Cc1ccccc1-2)c1ccc(Br)o1	i	i	i	i	-63	3	i	-94	4	2.1	i
CCOC(=O)c1[nH]c2ccc(F)cc2c1NC(=O)C1=COCCO1	i	i	i	i	-29	-1	i	31	0	0.7	i
O=C(Nc1ccc(Br)cc1)C(c1ccccc1)c1ccccc1	i	i	i	i	-30	1	i	8	4	-0.1	i
O=[N+]([O-])c1ccc(NCCNCCOc2nonc2-c2ccccc2)c([N+](=O)[O-])c1	i	i	i	i	7	2	i	-10	4	-0.3	i
O=C(COC(=O)c1c(Cl)ccc(Cl)c1Cl)NC1CCS(=O)(=O)C1 (stereo unspecified)	i	i	i	i	-16	2	i	-12	6	-0.4	i
CCCCCCOc1ccc(C(=O)O)cc1	i	i	i	i	-29	3	i	8	10	.	i
CC(C)(C)c1ccc(C(=O)N2CCN(c3ccc(N4CCOCC4)nn3)CC2)cc1	i	i	i	i	.	.	i	22	-21	0.2	i
COC(=O)c1ccc(OC(=O)c2cnccn2)cc1	i	i	i	i	-13	1	i	-8	-1	-0.9	i
CCC(=O)Nc1ccc(Oc2ccc3c(c2)C(=O)NC3=O)cc1	i	i	i	i	-17	-1	i	15	-4	-0.2	i
COc1ccccc1N1CCN(C(=O)c2onc(C)c2Cl)CC1	i	i	i	i	3	-2	i	1	-5	0.3	i
CCOc1ccc(N=C2SCCCN2C(=O)c2c(CC)noc2C)cc1	i	i	i	i	-17	1	i	5	3	0.4	i
Cc1ccc(S(=O)(=O)NC2(C(F)(F)F)NC(=O)N(c3ccc(F)cc3)C2=O)cc1 (stereo unspecified)	i	i	i	i	0	2	i	-5	-10	0.0	i
COCCNC(=O)Cn1cc2c(n1)CCCCC2	i	i	i	i	-12	1	i	20	8	0.4	i
CC(C)OC(=O)C1CC=CCC1C(=O)Nc1ccc(Cl)cc1 (stereo unspecified)	i	i	i	i	9	6	i	-6	2	-0.4	i
O=C(Nc1cccc(Cl)c1)O/N=C\c1ccncc1	i	i	i	i	2	-5	i	-57	2	.	i
Cc1ccc2nc(SCC(=O)NCc3cccs3)c(C#N)cc2c1	i	i	i	i	-17	0	i	-7	-1	0.5	i
Cc1c(C(=O)c2ccccc2)c(=O)n(C)c(=O)n1C	i	i	i	i	3	-5	i	-45	1	-0.4	i
CCc1ccc(CN2CCCC(C(=O)Nc3ccccc3-c3ccc(OC)cc3)C2)o1 (stereo unspecified)	i	i	i	i	0	6	i	30	1	0.0	i
COc1ccc(CN2CCNC(=O)C2CC(=O)NC2Cc3ccccc3C2)c(OC)c1 (stereo unspecified)	i	i	i	i	-9	5	i	9	-11	-0.1	i
CCOC(=O)N1CCN(C(=O)CSc2nc3c([nH]c4ccccc43)c(=O)n2CC)CC1	i	i	i	i	16	3	i	1	-1	0.0	i
COc1cccc(CN2CCCC(N3CCc4ccccc4C3)C2)c1O (stereo unspecified)	i	i	i	i	-33	-5	i	13	-2	0.6	i
COc1cc(C)ccc1OCc1cc(C(=O)N(Cc2c(C)nn(C)c2C)C2CC2)no1	i	i	i	i	-137	-2	i	-81	5	5.8	i
C[C@H](NC(=O)[C@@H]1Cc2ccccc2CN1)C(=O)NC[C@H]1CC[C@H](C(=O)O)CC1	i	i	i	i	-5	-7	i	3	-1	-20	i
CCCCCCNc1cc(C)oc(=O)c1C(C)=O	i	i	i	i	-8	-7	i	19	-5	-0.5	i

Quoted from the listing.
COc1ccc(CN2CCNC(=O)C2CC(=O)NC2Cc3ccccc3C2)c(OC)c1 (stereo unspecified) in HIF activator has -0.1
COc1cc(C)ccc1OCc1cc(C(=O)N(Cc2c(C)nn(C)c2C)C2CC2)no1 in IEC-6 tox has -2

Continuation.
SMILES	TRPC6 inh	TRPC4 agonist	TRPC4 potent	MrgX1 antagonist	KLF5 inhibitor	IEC-6 tox	TRPC6 act	aSyn 5UTR inh	SKKanGAS inh	HIF activator	TRPC4 inh
O=C(Cn1ncn2c(cc3ccccc32)c1=O)NCCCc1ccccc1	i	i	i	i	-30	7	i	27	-6	-0.3	i
CC(C)OCCCNC(=O)c1ccccc1NC(=O)C1=CSCCO1	i	i	i	i	-17	4	i	-2	-12	0.6	i
CCN(CC(=O)NC(=O)NCc1ccco1)Cc1nc2ccccc2c(=O)[nH]1	i	i	i	i	3	-2	i	2	3	-0.2	i
Cc1ccc(S(=O)(=O)c2nc(S(C)(=O)=O)sc2NCc2ccc3c(c2)OCO3)cc1	i	i	i	i	-16	7	i	-16	-4	-0.1	i
COc1ccccc1C(=O)N/C(=C\c1cn(S(=O)(=O)N(C)C)c2ccccc12)C(=O)N1CCCCC1	i	i	i	i	-14	0	i	-1	22	-0.7	i
CN(CCOc1ccccc1)Cc1nc2cc(Cl)ccc2c(=O)[nH]1	i	i	i	i	-21	5	i	7	-2	-0.1	i
CN(CCc1cnn(C)c1)Cc1nc(Cc2ccccc2)no1	i	i	i	i	-7	0	i	-12	13	0.3	i
C#CCOCCOCCOCCNc1nc(N2CCN(C(=O)C([C@@H](C)CC)n3cc(C(N)COC(=O)C(F)(F)F)nn3)CC2)nc(N2CCN(C(=O)[C@H](CCCCN)n3cc(C(N)[C@H](C)CC)nn3)CC2)n1 (stereo partly specified)	i	i	i	i	.	.	i	8	1	-2.0	i
O=C(COC(=O)/C=C/c1ccc(C(F)(F)F)cc1)NC1CC1	i	i	i	i	.	.	i	-6	-15	-0.3	i
Cc1nc(N2CCN(C)CC2)c2sc(=S)n(C)c2n1	-5.2*	i	i	i	-21	-2	i	2	-3	0.4	i
Cc1ccc(S(=O)(=O)NCC(=O)NCc2cc(=O)n(C)c(=O)n2C)cc1	i	i	i	i	-22	-6	i	-3	-3	0.3	i
Cc1cc(=O)oc2cc(OCC(=O)NCc3ccncc3)ccc12	i	i	i	i	-1	-2	i	.	-1	.	i
CC(=O)N1CCc2cc(S(=O)(=O)NCCC3=CCCCC3)ccc21	i	i	i	i	-41	1	i	-25	-5	-11	i
Cc1ccc(NC(=O)COc2ccc(-c3nnco3)cc2)cc1S(=O)(=O)N1CCOCC1	i	i	i	i	8	1	i	17	-12	0.0	i

Screening data: PubChem BioAssay, several laboratories
